# yeast bub3 – NCI yeast anticancer drug screen, S. cerevisiae bub3 mutant strain; growth inhibition, % at 50 µM; 78,000 compounds, 9.9% hits;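 also: 0% = growth of vehicle-only cultures of the same strain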
#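 Steps: expose the mutant yeast strain to compound; grow alongside vehicle-treated cultures; measure growth; express inhibition against the vehicle cultures.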
# yeast mlh1 rad18 – NCI yeast anticancer drug screen, S. cerevisiae mlh1 rad18 strain; % growth inhibition at 50 µM; 79,000 compounds, 11% hits;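 also: 0% = growth of vehicle-only cultures of the same strain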
#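 Read-out is yeast growth inhibition, calculated against vehicle-only controls. The compound was applied to a strain engineered with DNA damage repair alterations.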
# yeast cln2 rad14 – NCI yeast anticancer drug screen, S. cerevisiae cln2 rad14 strain; growth inhibition, % at 50 µM; 78,000 compounds, 8.3% hits;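 also: 0% = growth of vehicle-only cultures of the same strain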
#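 Growth of compound-exposed yeast (cln2 rad14 genotype) measured and expressed as inhibition relative to vehicle.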
# mec2-1 – NCI yeast anticancer drug screen, S. cerevisiae mec2-1 strain; growth inhibition, % at 50 µM; 79,000 compounds, 9% hits;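 also: 0% = growth of vehicle-only cultures of the same strain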
#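 Vehicle-treated cultures served as reference for growth inhibition of compound-exposed mec2-1 yeast.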
# rad50 – NCI yeast anticancer drug screen, S. cerevisiae rad50 strain | 79,000 compounds, 10% hits | growth inhibition, % at 50 µM;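 also: 0% = growth of vehicle-only cultures of the same strain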
#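 Compounds were tested on a yeast strain with an engineered DNA damage repair alteration; the reported value is growth inhibition normalised to vehicle treatment.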
# sgs1 mgt1 – NCI yeast anticancer drug screen, S. cerevisiae sgs1 mgt1 strain | % growth inhibition at 50 µM | 78,000 compounds, 10% hits;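 also: 0% = growth of vehicle-only cultures of the same strain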
#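 This yeast growth screen uses a strain with defined DNA-repair lesions; compound-treated growth is compared with vehicle-treated growth.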
# The depositor's hits bear a star; · = no result given; & = joins results of further samples. Rule as the data show it: active = growth inhibition above about 70%; inactive = the rest.
Structure	yeast bub3	yeast mlh1 rad18	yeast cln2 rad14	mec2-1	rad50	sgs1 mgt1
OCC(O)C(O)C(O)C(/C=N/Nc1ccccc1)=N/Nc1ccccc1 (stereo not given)	-1.1&-5.0&-12.9	48.2&21.1&24.9	-39.8&-6.8&5.5	15.8&-4.3&-5.3	50.6&21.7&40.5	33.0&27.6&55.5
CCOC(=O)NCC(C)(C)N(C(=O)OCC)c1ccccc1	-37.8	-7.7	-9.9	-42.1	-24.1	-15.7
CC(=O)OC(C)=O	7.5	-16.4	-33.0	9.9	-20.2	8.0
C[Si](C)(CCl)N[Si](C)(C)CCl	·	-6.1	·	-33.9	-23.6	·
COc1ccc(C2OC(c3ccncc3)=NN2C)cc1OC (stereo not given)	-2.4	-24.6	4.1	-41.9	-6.0	0.7
CCCCCC(Br)C(Br)CC(Br)C(Br)CC(Br)C(Br)CCCCC(=O)O (stereo not given)	-0.7	22.6	-31.9	-5.8	11.2	9.6
CCCCCCS(=O)(=O)CCCCCC(=O)O	0.3	8.3	-2.5	6.7	16.2	-1.4
Cc1cc(Cl)c(Cl)cc1NC(=O)c1cccc([N+](=O)[O-])c1	38.8	17.4	-12.2	9.8	-2.2	0.7
NC(=O)NC(=O)c1ccc(Cl)cc1	-1.1	11.3	29.1	-7.0	14.8	19.2
CCSC(=O)N1c2ccc(OC)cc2C=CC1C#N (stereo not given)	11.3	12.5	24.1	-14.8	12.7	7.7
Cc1[nH]c(=O)nc(Nc2ccc(Cl)cc2)c1C(=O)N1CCN(CCO)CC1	-2.0	19.0	-6.2	13.9	5.5	9.7
CCOC(=O)c1nnsc1NC(=O)Nc1ccc(Cl)cc1	-44.9	10.6	-6.5	-21.2	-5.0	-3.4
CCOC(=O)C1C(=O)[C@H](C(=O)OC)C2CCCC3CCCC1N32 (stereo not given in full)	32.2	-0.5	50.9	39.4	-17.6	-3.5
c1ccc(-c2nc[nH]c2-c2ccccc2)cc1	-1.7	28.8	10.3	-19.0	3.0	2.0
CCC(CCC(C)C1CCC2C3CC=C4CC(OC5OC(CO)C(O)C(O)C5O)CCC4(C)C3CCC12C)C(C)C (stereo not given)	4.3	-47.8	5.5	-0.2	9.7	1.6
CCOC(=O)c1ccc(N=C2C(=S)N(c3ccc(C(=O)OCC)cc3)C(=N)N2/N=C/c2ccccc2)cc1	31.9	1.9	-4.5	13.4	19.4	11.5
CC(=O)N(C)c1ccc(Nc2cc(S(=O)(=O)O)c(N)c3c2C(=O)c2ccccc2C3=O)cc1	-37.3	-4.2	-13.8	-14.1	-20.2	-27.4
COc1cc([N+](=O)[O-])c(S(=O)(=O)O)cc1N	16.3&7.2	38.9&-0.8	16.8&-23.7	6.7&22.8	30.1&-8.0	-0.8&-11.8
COc1ccc(/C=C2\N=C(c3ccccc3)N(Nc3nnc(NN4C(=O)/C(=C/c5ccc(OC)cc5)N=C4c4ccccc4)c4ccccc34)C2=O)cc1	-21.4	4.3	8.7	-10.3	-9.4	1.6
Cc1cc2c(cc1C)N1Cc3c(ccc(C)c3C)N(C2)C1 (tested in a mixture with another compound)	-11.1	-33.7	-36.3	-27.1	-27.7	-13.8
CCSC(C#N)C(C)=O (stereo not given)	39.0	42.6	38.5	22.1	34.9	56.4
Cc1cc(S(=O)(=O)Nc2nnc3cc(C(F)(F)F)cc(C)n23)c(S)cc1Cl	-19.9	-14.2	-15.8	-26.8	-19.6	-38.1
NC1(C(=O)NC2(C(=O)O)CCCC2)CCCC1	-42.9	40.4	-6.7	2.9	8.8	0.8
Cc1ccc(SCC(=O)O)c(C)c1	7.7	-13.5	14.0	17.9	27.1	18.1
Cc1c(C)c(CO)c(C)c(C)c1CO	12.1	-2.1	4.9	-19.4	-15.8	15.8
BrC(/C=N/Nc1nnc(-c2ccccc2)c(-c2ccccc2)n1)C(Br)c1ccccc1 (stereo not given)	-7.2	2.5	16.8	-1.1	-17.6	-19.8
COc1ccc(/C(C#N)=C/c2ccc(OC)c(OC)c2)cc1	50.2	58.4&26.1	7.8	38.0&43.8	51.5&15.1	46.8
Cc1ccc(-n2[nH]nc(C#N)c2=O)cc1	-27.1	5.7	-1.2	-20.6	-6.8	-23.9
COC1C=COC2(C)Oc3c(C)c(O)c4c(O)c(c(C5SCCS5)c(O)c4c3C2=O)NC(=O)C(C)=C/C=C\C(C)C2OC(C)(C)OC(C2C)C(C)C(OC(C)=O)C1C (stereo not given)	83.8*	87.8*	90.3*	93.6*	86.7*	90.8*
CSCCCNC(=O)NS(=O)(=O)c1ccc(C)cc1	6.6	2.9	7.8	-1.4	6.5	8.9
Cc1ccc(NC(=O)COC(=O)c2cccc3c(=O)c4ccccc4[nH]c23)cc1	72.0*	49.5	61.6	43.3	74.8*	29.6
N#Cc1[nH]c(=O)n(-c2cccc3ccccc23)c1N	2.5	-0.5	5.2	-24.6	-0.1	-15.2
CN(C)CCC(=O)C(=Cc1c(Cl)cccc1Cl)C(=O)CCN(C)C	-1.1	15.8	-12.1	40.6	19.8	41.6
C=C1CCCCCCCCCCC12SCCC2CCCCSC (stereo not given)	-10.7	-44.7	-7.2	22.8	16.4	-20.6
CC(C)c1ccc(C2NC(=S)NC3=C2c2ccccc2C3=O)cc1 (stereo not given)	89.7*	74.1*	66.8	64.1	86.8*	78.0*
O=C(O)CSCC(=O)c1ccccc1	-53.4	-16.6	-29.1	-16.4	-2.1	-43.2
Cc1ccc(C)c(I)c1	-2.5	14.1	-9.9	-3.5	7.2	6.1
CCOC(=O)C[P+](c1ccc(C)cc1)(c1ccc(C)cc1)c1ccc(C)cc1	91.0*	93.5*	89.2*	95.6*	96.7*	95.8*
COC(=O)c1cccc2c1-c1ccccc1C2=O	14.0	11.6	5.0	11.9	9.2	-18.4
NC(Cc1cc(I)c(O)c(I)c1)C(=O)O (stereo not given)	8.3	1.4	8.2	-6.0	-0.9	-12.6
O=S(=O)(O)c1ccc2c(N=Nc3cccc4ccccc34)c(O)c(S(=O)(=O)O)cc2c1	-17.8	23.1	41.2	4.9	-2.4	-21.3
CC(C)(C)NC(=S)N/N=C/c1ccccn1	89.7*	89.7*	88.3*	85.2*	77.2*	90.5*
Cc1cc[n+](CC(=O)CC(O)(C(F)(F)F)C(F)(F)F)cc1	-7.0	-1.6	-4.1	5.7	-9.0	15.2
Nn1c(NNC(=O)C(=O)Nc2cc(Cl)c(Cl)cc2Cl)n[nH]c1=S	19.2	1.4	23.8	-16.1	-6.0	-6.5
OCC1OC(c2ccccc2)OC2C(CO)OC(c3ccccc3)OC12 (stereo not given)	39.4	6.0	-4.8	22.9	-2.9	-6.7
CCNc1ccc(S(=O)(=O)O)cc1C(=O)O	1.2	-4.6	-11.8	4.0	0.5	0.0
O=C(c1ccc(Cl)cc1)c1ccc(OCCSCCCCCCCCCCSCCOc2ccc(C(=O)c3ccc(Cl)cc3)cc2)cc1	-38.6	-30.9	-9.4	-27.7	-43.1	-35.1
COc1cccc2c(=O)c3c(n(C)c12)OC(C(C)C)C3 (stereo not given)	13.2	-31.4	-0.6	-12.3	6.0	10.2
O=C(Nc1c(Cl)cccc1Cl)OCc1ccco1	23.4	19.6	3.1	-10.6	7.5	24.1
COC(=O)c1ccc(-n2c(C)nc(=O)c(-c3ccccc3)c2C)cc1	0.9	7.7	11.9	-33.4	-6.8	12.4
CCCC(C)C(O)C(C)C (stereo not given)	8.7	-18.7	3.6	-19.8	1.2	-5.1
Cc1[nH]c(=O)cc2c1[nH]c1ccccc12	1.3	-1.1	-44.2	-6.7	-0.4	-0.1
S=C(Nc1c2c(nc3ccccc13)CCCC2)Nc1c2c(nc3ccccc13)CCCC2	-17.9	12.0	9.8	9.6	-14.9	-0.3
CCOC(=O)c1c(N)sc2c1CCN(Cc1ccccc1)C2	·	21.9	·	17.8	39.4	·
Cc1cc2c(cc1C)n1c(=O)n(C)c(=O)c(C#N)c1n2C	-36.5	2.2	-2.0	0.1	3.5	10.8
CC(C)C(NC(=O)CN(C)C(=O)OCc1ccccc1)C(=O)O (stereo not given)	-7.0	-18.6	-2.7	-20.8	-11.8	-2.6
CNc1ncnc2c1ncn2C	1.6	-2.1	-17.1	24.5	20.8	-7.1
C=C(Cl)C(Br)(CCl)CCC(Cl)C(C)C (stereo not given) (tested in a mixture with another compound)	90.7*	73.8*	91.5*	86.3*	85.0*	91.0*
CC(=O)NC(Cc1ccccc1)C(=O)Nc1cccc(C)c1 (stereo not given)	15.6	0.2	48.8	14.9	1.6	8.8
COc1ccc(N2C(=O)CSC2=S)cc1	-4.8	33.1	-9.2	0.0	58.6	24.1

# (listing goes on)
# Below each SMILES: yeast bub3, yeast mlh1 rad18, yeast cln2 rad14, mec2-1, rad50, sgs1 mgt1
CCc1c2cc(OC)c(OC)cc2cc2c3cc(OC)c(OC)cc3cc[n+]12 (tested in a mixture with another compound)
    -42.0, -11.7, -20.9, -22.4, -23.1, -20.1
C=CCC12CCCCC1=CC(=O)CC2 (stereo not given)
    -13.8, 14.7, 65.6, 23.9, 14.0, 9.9
CCCCCCCC#CC1(CCCC)Sc2ccccc2N1C (stereo not given)
    6.3, 19.8, 8.1, 6.2, 15.3, 0.8
C=CCOC(=O)NC(CC(C)C)C(=O)NCC(N)=O (stereo not given)
    -45.5, -28.0, -10.9, 1.9, -10.4, -4.3
CCC/C(C)=N/NC(N)=O
    -7.2, -6.0, -1.4, -17.3, -0.9, 4.3
CCCCNc1nc(Cl)nc(C(F)(F)F)c1N
    1.4, 1.4, -29.8, 2.5, 7.3, 6.5
COC(=O)c1c2n(c3ccccc13)C[C@H]1OC(C)(C)O[C@@H]21
    20.5, -15.3, 10.1, 5.2, 16.2, 21.5
CC(=O)OCC1OC(n2c3c(c(-c4ccc(Cl)cc4)c(C#N)c2=S)C(=O)CC(C)(C)C3)C(OC(C)=O)C(OC(C)=O)C1OC(C)=O (stereo not given)
    23.4, -37.5, -5.2, -10.9, 16.1, 12.6
COc1ccc(/C=C2/C(=O)N(c3ccccc3)N=C2C)cc1OC
    1.8, 15.4, -2.4, -8.2, 5.8, 13.2
CCOC(=O)C(c1ccccc1)N(CCCN(CC)CC)c1ccccc1 (stereo not given)
    5.2, 0.5, -9.1, -3.2, -10.8, 1.6
O=C(O)C(CCOc1ccccc1)(CCc1ccccc1)C(=O)O
    -8.1, -13.4, -58.5, -10.8, 4.1, 5.7
CC(NC(=O)Nc1ccccc1Cl)c1ccccc1 (stereo not given)
    34.0, 11.1, -10.8, 17.6, -2.0, 1.5
CCCCCCCCCCC(NC(C)=O)(C(=O)OCC)C(=O)OCC
    94.5*, 82.8*, 98.3*, 98.0*, 97.5*, 67.3
COc1cccc(NC(=O)CC(=O)N2N=C(N(CCC#N)c3ccc(Cl)cc3)CC2c2ccccc2)c1 (stereo not given)
    -0.1, -0.8, 8.9, -4.2, 19.1, 19.1
O=C(NC(Nc1ccc(F)cc1)(C(F)(F)F)C(F)(F)F)C(C(F)(F)F)C(F)(F)F
    90.7*, 93.2*, 92.2*, 88.6*, 87.4*, 91.8*
NC(=S)Nc1ccc(-c2ccccc2)cc1
    22.8, 40.3, -1.6, 25.9, 17.4, 49.1
CN(C)CCNc1nc2c(c(=O)n(C)c(=O)n2C)n1C
    -4.6, 5.1, 18.3, 19.1, -16.4, -12.2
CC(C)(C)C(=O)Nc1ccccc1
    -12.4, 23.0, 1.6, 17.0, 37.7, 0.2
O=C(NCCCCNCCCNC(=O)c1cc(-c2ccccc2)nc2ccccc12)c1cc(-c2ccccc2)nc2ccccc12
    97.2*, 39.5, 97.6*, 97.3*, 97.0*, 97.5*
O=C1CCCNC(=O)CCCN1
    -14.3, -5.9, -40.5, -9.6, 15.0, -5.5

# Fetched one by one from the list above, 4 records:
# Below each SMILES: yeast bub3, yeast mlh1 rad18, yeast cln2 rad14, mec2-1, rad50, sgs1 mgt1
CN(C)CCNc1nc2c(c(=O)n(C)c(=O)n2C)n1C
    -4.6, 5.1, 18.3, 19.1, -16.4, -12.2
CCCCCCCC#CC1(CCCC)Sc2ccccc2N1C (stereo not given)
    6.3, 19.8, 8.1, 6.2, 15.3, 0.8
C=CCC12CCCCC1=CC(=O)CC2 (stereo not given)
    -13.8, 14.7, 65.6, 23.9, 14.0, 9.9
CCCCCCCCCCC(NC(C)=O)(C(=O)OCC)C(=O)OCC
    94.5*, 82.8*, 98.3*, 98.0*, 97.5*, 67.3

# From PubChem BioAssay
